TexasRed fluor = Total Fluorescence Counterscreen for Inhibitors of the Interaction of Thyroid Hormone Receptor and Steroid Receptor Coregulator 2; TRb/SRC2 Texas Red total fluorescence interference; Potency, µM (doses to about 106 µM), inactives show at the highest dose fluorescence change, negative = quenching; actives 0.29% (n = 280,000); AID 1479, 2009; active = well fitted curve in either direction with a large enough effect; inconclusive = small, poorly fitted or top-dose-only effect
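Human TRb ligand-binding domain at 0.6 uM with 20 nM Texas Red SRC2 peptide in Tris buffer containing 1 uM T3 and 5% DMSO, incubated with compound 5 h at ambient temperature. Total fluorescence (555/632 nm) calculated as parallel + 2 × perpendicular.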
TRb-SRC2 inh = qHTS for Inhibitors of the Interaction of Thyroid Hormone Receptor and Steroid Receptor Coregulator 2; TRbeta-SRC2 peptide binding, fluorescence polarization; receptor liganded with 1 µM T3; Potency, µM (highest dose often 106 µM), inactives show top-dose activity change, negative = inhibition, actives largely listed as inhibitors; actives 0.065% (n = 280,000); AID 1469, 2008; active = well fitted inhibition curve with a large enough effect; inconclusive = small, poorly fitted or top-dose-only effect, or effect the other way;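 note: plate controls were bound peptide for no effect and peptide without receptor for full effect; nearly all actives have a fitted effect of over 50% in size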
Target sequence (P10828 whole entry, looked up): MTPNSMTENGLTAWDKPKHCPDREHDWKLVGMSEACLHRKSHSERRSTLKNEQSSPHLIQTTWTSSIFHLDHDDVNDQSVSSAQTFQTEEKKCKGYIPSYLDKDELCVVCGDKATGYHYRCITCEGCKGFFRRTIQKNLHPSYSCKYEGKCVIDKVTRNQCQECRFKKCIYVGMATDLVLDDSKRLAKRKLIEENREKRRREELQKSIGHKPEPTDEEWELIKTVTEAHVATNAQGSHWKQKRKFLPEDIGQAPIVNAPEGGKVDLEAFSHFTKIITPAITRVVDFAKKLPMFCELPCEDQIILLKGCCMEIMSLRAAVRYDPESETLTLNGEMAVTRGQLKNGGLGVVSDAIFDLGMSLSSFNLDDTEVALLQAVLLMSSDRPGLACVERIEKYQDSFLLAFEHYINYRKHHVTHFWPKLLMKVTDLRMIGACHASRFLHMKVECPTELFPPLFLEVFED
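Quantitative HTS by FP: 0.6 uM TRb LBD, 20 nM labeled SRC2 20-mer, 1 uM T3, 5% DMSO; 5 hr ambient incubation; % activity per concentration and potencies from concentration series.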
LMNA splice mod = qHTS Assay for Modulators of Lamin A Splicing; HeLa LMNA splicing GFP/RFP minigene ratio, 48 h; Potency, µM (doses to about 46.1 µM), inactives show top-dose ratio change, negative = inhibition, actives largely listed as inhibitors; actives 0.01% (n = 200,000); AID 1487, 2009; active = well fitted inhibition curve with a large enough effect in the signal ratio, with a control signal flat, not every such curve was filed as active; inconclusive = small, poorly fitted or top-dose-only effect, or effect the other way, or a change in a side signal; the % refers to the signal ratio
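Read-out is the ratio of GFP to DsRed2 object intensity, acquired by 488 nm laser-scanning cytometry on HeLa lamin A-EGFP minigene reporter cells. Compound incubation 48 hrs at 37 °C in Opti-MEM with 2% FBS; DMSO 0.5% final.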
The depositor's hits bear a star; ? = inconclusive; [ ] = dose if it differs, or a comment. Unless noted, % is set by controls: 0 for no effect and ±100 for the full control effect; potency is the fitted concentration of half-maximal effect. Some of the compounds tested (hit frequency here may not be typical).

SMILES	TexasRed fluor	TRb-SRC2 inh	LMNA splice mod
COc1ccc(-c2cc(C(=O)N3CCN(c4ccccc4OC)CC3)c3cc(C(C)C)ccc3n2)cc1	-2%	5%	-11%[46 µM]
O=C(CC1N=C2c3ccccc3N=C(SCC(=O)Nc3ccc(F)cc3)N2C1=O)NCc1ccc2c(c1)OCO2 (stereo unspecified)	-2%	-4%	8%[46 µM]
CCC(C)NC(=O)c1c2c(nc3ccccc13)C(=O)N(C1CCCCC1)C2 (stereo unspecified)	-1%	-5%	1%[46 µM]
Cc1cccc(C)c1NC(=O)c1sc(-n2nc(C)c(Cc3ccccc3)c2C)nc1C	4%	-8%	40%[46 µM]
Cc1ccc(-n2ncc3c(N4CCN(Cc5ccccc5)CC4)ncnc32)cc1	1%	8%	-14%[46 µM]
CCOC(=O)CSc1nc2c(sc3ccccc32)c(=O)n1CCc1ccccc1	-2%	-4%	1%[46 µM]
COc1cc(OC)cc(C(=O)Nc2cc(-c3nc4cccnc4s3)ccc2C)c1	-9%	1%	?
O=C(CSc1ccnc(=O)[nH]1)NCc1ccc(F)cc1	-2%	3%	-5%[46 µM]
COc1ccc(C(=O)NC2CC(=O)N(c3ccc4c(c3)OCCO4)C2)cc1 (stereo unspecified)	0%	0%	-2%[46 µM]
Cc1cccc(OC(=O)c2cc(-c3ccc4c(c3)OCCO4)on2)c1	?	-11%	?
CCCSCCCNC(=O)c1ccc2c(c1)nc1n2CCCCC1	-1%	8%	-18%[46 µM]
O=C(Nc1c(C(=O)N2CCN(c3ccccc3F)CC2)oc2ccccc12)c1cccc(F)c1	1%	5%	4%[46 µM]
CC(C)(C)OC(=O)N1CCC(c2c(C(=O)NCCN3CCC(Cc4ccccc4)CC3)cnn2-c2ccccc2)CC1	-2%	-1%	?
O=C(Nc1ccc(Br)cc1F)c1cc(S(=O)(=O)NC2CCCCC2)ccc1F	-3%	-3%	-26%[46 µM]
CCCN(C(=O)c1cc2ccc3cccnc3c2[nH]1)c1ccc(F)cc1	0%	-6%	-2%[46 µM]
COc1ccc(CCNC(=O)Cn2nc(-c3ccc(Cl)cc3)ccc2=O)cc1OC	0%	8%	-8%[46 µM]
CCOCCc1nn2c(=O)cc(COC(=O)CNC(=O)c3cccc(C)c3)nc2s1	-1%	1%	-1%[46 µM]
Cc1c(-c2cccc(NC(=O)Nc3ccc(Cl)cc3)c2)nc2ncccn12	-2%	-1%	-7%[46 µM]
CCN(CC)CCNC(=O)c1ccc2c(c1)NC(=O)C(CS(=O)(=O)Cc1ccc(F)cc1Cl)N2 (stereo unspecified)	-2%	6%	13%[46 µM]
Cc1c(C(=O)Oc2ccc(Br)cc2)sc2ncn(Cc3ccccc3F)c(=O)c12	-3%	-1%	-1%[46 µM]
Cc1ccc(CCNC(=O)Cn2ncc3c([nH]c4ccccc43)c2=O)cc1	-6%	10%	?
COc1ccccc1C(=O)Nc1ccc(C(=O)OCc2cc(=O)n3nc(C4CC4)sc3n2)cc1	0%	-7%	?
COc1ccc(OC)c(CNC(=O)Cn2ncc3c([nH]c4ccc(C)cc43)c2=O)c1	-4%	-1%	?
Cc1ccc2[nH]c(CSc3nnc(COc4ccccc4C)n3C)cc(=O)c2c1	0%	4%	?
CCN1CCN(C(=O)c2cnn(-c3cccc(C)c3)c2C2CCN(C(=O)OC(C)(C)C)CC2)CC1	-1%	1%	-2%[46 µM]
Cc1ccccc1NC(=O)CS(=O)(=O)c1cccc2nsnc12	-14%	-1%	9%[46 µM]
CC(C)CN1CCc2nc(N3CCN(c4ncccn4)CC3)ncc2C1	-1%	-6%	22%[46 µM]
COc1ccc(CCC(=O)NCc2nc3cccnc3n2Cc2cccc(OC)c2)cc1	-14%	-3%	3%[46 µM]
CCc1ccccc1NC(=O)Cn1ccn(Cc2ccccc2)c(=O)c1=O	-9%	-3%	-4%[46 µM]
COc1ccccc1NC(=O)CSc1nnc(N)s1	-7%	-5%	-4%[46 µM]
CC1CCCN(C(=O)Cn2ncc3c([nH]c4ccccc43)c2=O)C1 (stereo unspecified)	6%	8%	31%[46 µM]
Cc1ccc(NC(=O)Nc2cn(CC(C)C)c(=O)c3ccccc23)cc1N(C)C	-8%	2%	-9%[46 µM]
Cc1cc(Nc2cccc(F)c2)n2nc(-c3ccco3)nc2n1	0%	3%	6%[46 µM]
Cc1cc(C)cc(OC(=O)c2snnc2C)c1	?	-5%	10%[46 µM]
COc1ccccc1N1CCN(C(=O)C2CCCN(S(=O)(=O)c3ccc4c(c3)oc(=O)n4C)C2)CC1 (stereo unspecified)	1%	1%	?
CCOC(=O)c1c(S(=O)(=O)NCC(=O)Nc2cc(C)ccc2OC)c(C)n(C)c1C	-1%	-3%	21%[46 µM]
O=C(COc1ccc(F)cc1)Nc1ccc2nc(SCC(=O)N3CCOCC3)sc2c1	?	-9%	0%[46 µM]
COc1ccc(CCNc2ncnc3c2c(-c2ccccc2)cn3-c2ccc(F)cc2)cc1OC	-2%	-2%	0%[46 µM]
COc1ccc(N2CCN(Cc3nc4c(c(=O)n(C)c(=O)n4C)n3C(C)C)CC2)cc1	-3%	1%	8%[46 µM]
COc1ccc(-c2cc(C(C)=O)c(C)n2CCC(=O)Nc2cc(C)ccc2OC)cc1	-1%	-4%	-8%[46 µM]

Some of the entries above, reformatted:
| structure | TexasRed fluor | TRb-SRC2 inh | LMNA splice mod |
| --- | --- | --- | --- |
| Cc1ccc(CCNC(=O)Cn2ncc3c([nH]c4ccccc43)c2=O)cc1 | -6% | 10% | ? |
| COc1ccc(N2CCN(Cc3nc4c(c(=O)n(C)c(=O)n4C)n3C(C)C)CC2)cc1 | -3% | 1% | 8%[46 µM] |

An excerpt from above, showing only TRb-SRC2 inh and TexasRed fluor.
compound | TRb-SRC2 inh | TexasRed fluor
CCOCCc1nn2c(=O)cc(COC(=O)CNC(=O)c3cccc(C)c3)nc2s1 | 1% | -1%
Cc1c(-c2cccc(NC(=O)Nc3ccc(Cl)cc3)c2)nc2ncccn12 | -1% | -2%
CCN(CC)CCNC(=O)c1ccc2c(c1)NC(=O)C(CS(=O)(=O)Cc1ccc(F)cc1Cl)N2 (stereo unspecified) | 6% | -2%
Cc1c(C(=O)Oc2ccc(Br)cc2)sc2ncn(Cc3ccccc3F)c(=O)c12 | -1% | -3%
Cc1ccc(CCNC(=O)Cn2ncc3c([nH]c4ccccc43)c2=O)cc1 | 10% | -6%
COc1ccccc1C(=O)Nc1ccc(C(=O)OCc2cc(=O)n3nc(C4CC4)sc3n2)cc1 | -7% | 0%
COc1ccc(OC)c(CNC(=O)Cn2ncc3c([nH]c4ccc(C)cc43)c2=O)c1 | -1% | -4%

Fetched by structure from above, 4 records:
SMILES	TexasRed fluor	TRb-SRC2 inh	LMNA splice mod
Cc1ccc(NC(=O)Nc2cn(CC(C)C)c(=O)c3ccccc23)cc1N(C)C	-8%	2%	-9%[46 µM]
CCc1ccccc1NC(=O)Cn1ccn(Cc2ccccc2)c(=O)c1=O	-9%	-3%	-4%[46 µM]
COc1ccc(-c2cc(C(C)=O)c(C)n2CCC(=O)Nc2cc(C)ccc2OC)cc1	-1%	-4%	-8%[46 µM]
Cc1ccc(CCNC(=O)Cn2ncc3c([nH]c4ccccc43)c2=O)cc1	-6%	10%	?

(listing goes on)
SMILES	TexasRed fluor	TRb-SRC2 inh	LMNA splice mod
CCCCOC(=O)c1ccc(Nc2ncnc3c2cnn3-c2cccc(C)c2)cc1	-2%	8%	?
CC(CCc1ccccc1)NC(=O)Cn1c(=O)nc(-c2ccccc2F)c2cc(Cl)ccc21 (stereo unspecified)	0%	1%	?
Cc1c(-c2nnc(SCC(=O)Nc3ccc(Br)cc3)o2)nnn1-c1ccc(F)cc1	-1%	-2%	-1%[46 µM]
COc1ccc(-c2cn3nc(SCC(=O)Nc4cccc(C)c4C)ccc3n2)cc1	0%	-5%	-7%[46 µM]
CCCN1CCN(c2cc3c(cc2F)c(=O)c(S(=O)(=O)c2ccc(CC)cc2)cn3CC)CC1	4%	1%	-3%[46 µM]
COc1ccc(C)cc1NC1(c2ccccc2)C(=O)c2ccccc2C1=O	0%	0%	?
CCC1CCCCN1CCCNC(=O)CN1C(=O)c2cccnc2Oc2ccc(Cl)cc21 (stereo unspecified)	-14%	0%	8%[46 µM]
CCCN1CCN(c2ncnc3sc(C(=O)Nc4ccc(C(C)C)cc4)c(C)c23)CC1	0%	3%	?
O=C(Nc1ccccc1C(=O)N1CCCCC1)c1nsc2ccccc12	0%	4%	?
O=C(CCSCc1ccc(Cl)cc1)N1CCN(c2ccccc2F)CC1	-2%	-5%	-14%[46 µM]
COCCCNC(=O)c1cnc2c(-c3ccc(F)cc3)c(C)nn2c1C	-2%	-7%	-5%[46 µM]
O=C(C1CCCCC1)N(Cc1cccnc1)c1nc2c(F)cccc2s1	1%	-6%	?
CCOC(=O)c1ccccc1NC(=O)c1c(-c2ccccc2)noc1C	-17%	6%	2%[46 µM]
CCCCN(CC)c1nc(-c2ccccc2F)nc2ccccc12	0%	-2%	?
CCOC(=O)c1c(S(=O)(=O)NCC(=O)Nc2ccc(C)c(N(C)C)c2)c(C)n(C)c1C	-4%	-1%	?
Cc1nc2c(C(=O)NCCc3ccc(Cl)cc3)cnn2c(C)c1Cc1c(F)cccc1Cl	-3%	-1%	?
COc1ccc(S(=O)(=O)NCCc2csc3nc(-c4cccc(C)c4)nn23)cc1F	-1%	3%	?
CC(=O)N1CCN(c2nc3c(F)cc(F)cc3s2)CC1	-1%	-6%	?
CC(NC(=O)CCSCc1ccccc1F)c1ccccc1 (stereo unspecified)	-1%	-2%	0%[46 µM]
CC(=O)N1CCC2(CC1)OC(=O)C(C)=C2C(=O)Nc1ccccc1C(F)(F)F	5%	6%	?
Cc1cccc(Cn2c(CNS(=O)(=O)c3ccc(Cl)s3)nc3cccnc32)c1	-3%	3%	-21%[46 µM]
COc1ccc(C)cc1NC(=O)NCc1cccn1Cc1ccccc1	-1%	-4%	-20%[46 µM]
COc1cccc(Cn2c(CNS(=O)(=O)c3ccc(F)c(Cl)c3)nc3cccnc32)c1	0%	-2%	24%[46 µM]
Cc1ccc(NS(=O)(=O)c2ccc(-c3cnc(C4CC4)o3)cc2)cc1N(C)C	-2%	8%	?
CCCN(CCC)C(=O)Cn1c(SCc2cccc(F)c2)nc2cccnc21	-12%	1%	-5%[46 µM]
CSc1ccc(CCNC(=O)c2c(C)oc3ncn(C)c(=O)c23)cc1	4%	-1%	5%[46 µM]
Cc1c(C(=O)N(C)C)sc2c1c(=O)n(-c1ccc(F)cc1)c(=O)n2CC(=O)N(C)c1ccccc1	-1%	4%	-4%[46 µM]
Cc1cccc(NC(=O)Cn2nc(C)c3nn(-c4ccc(Cl)cc4)c(C)c3c2=O)c1C	-2%	4%	?
CC(C)c1cnc2c(c1SCC(=O)NCc1ccccc1)c(=O)n(C)c(=O)n2C	-1%	-2%	?
Cc1ccc(NC(=O)c2ccc(CN3CC(=O)N4CCCCC4C3=O)cc2)c(Cl)c1 (stereo unspecified)	71µM*[quencher]	-21%	-5%[46 µM]
O=C(Nc1ccccc1C(F)(F)F)C1CCN(c2nnc(-n3cccc3)s2)CC1	4%	7%	13%[46 µM]
Cc1ccccc1CN1C(=O)c2ccccc2Sc2ccc(C(=O)NCCCN3CCOCC3)cc21	0%	-1%	-5%[46 µM]
Cc1ccc(NC(=O)c2cc(S(=O)(=O)NC3CCCCCC3)ccc2F)cc1F	-2%	2%	?
CCc1ccc(-c2nn(CC(=O)NC3CCCCC3)c3c2cnc2ccc(OC)cc23)cc1	-1%	3%	?
CCc1nc2ccc(C(=O)N3CCN(c4cccc(Cl)c4)CC3)cc2nc1CC	-24%	-3%	-14%[46 µM]
CC(=O)c1ccc(NC(=O)CSc2nnc(NC(=O)Nc3ccccc3)s2)cc1	1%	0%	?
COc1cccc2c1Oc1ncccc1N(C(=O)CCC(=O)NCc1ccc(OC(C)C)cc1)C2	-4%	9%	-13%[46 µM]
O=C(c1noc2c1CCCCC2)N1CCN(c2cccc(Cl)c2)CC1	1%	-2%	?
CCc1ccc(C2=C(C)C(N3CCC(C(=O)Nc4ccc(F)cc4)CC3)=NS2(=O)=O)cc1	-7%	5%	?
COc1ccc(OC)c(Nc2ncc3c(n2)CCN(Cc2cc(OC)c(OC)c(OC)c2)C3)c1	-1%	-4%	-14%[46 µM]
